USP2a block: qHTS Assay for Inhibitors of Ubiquitin-specific Protease USP2a Using CHOP2 as the Reporter; actives 0.01% (n = 330,000); Potency, µM (highest dose often 38.3 µM), inactives show top-dose activity change, negative = inhibition, usual class: inhibitors; USP2 core, Ub-CHOP2 coupled fluorogenic reporter, 485/531; Ubiquitin carboxyl-terminal hydrolase 2 (Homo sapiens), O75604;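 also: potency is read from the fitted curve at half-maximal effect; plate controls were DMSO wells for no effect and full inhibition by NEM control for full effect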
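Deubiquitinase activity read as fluorescence (485/531 nm) after Ub-CHOP2 cleavage activates the enterokinase reporter on its substrate; USP2 core 10nM, Ub-CHOP2 and substrate 25nM each, 30min compound preincubation then 60min RT; data normalized to NEM, curves fitted.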
TRPV1 agonist: HTS Assay for Compounds that Act as Agonists of the Vanilloid Receptor 1 | TRPV1-expressing cells, Fluo-8 calcium influx, agonist mode | activation, % at 8.33 µM | actives 0.19% (n = 320,000) | AID 540275, 2011 | Transient receptor potential cation channel subfamily V member 1 (Homo sapiens), Q8NER1; in the data active = activation above about 80%; inconclusive = between about 30% and that limit; also: 0% is about no effect
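Fluo-8 calcium influx in TRPV1-expressing cells, kinetic read (ex 480/em 520 nm). Compound added and read 3 min for agonist activity, followed by capsaicin at EC20 final and 2 min further read for enhancement.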
A-T KAP1 phos: qHTS Assay for Identifying a Potential Treatment of Ataxia-Telangiectasia; actives 0.19% (n = 320,000); […] A-T fibroblasts, KAP-1 phosphorylation AlphaLISA; neocarzinostatin DNA damage 30 min before lysis; AID 485349, 2010; Potency, µM (doses to about 57.5 µM), for the others: at the top dose activation, most hits filed as activators; also: potency is read from the fitted curve at half-maximal effect; % of control where 0% means no effect; nearly all actives have a fitted effect of over 45% in size
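hTERT-immortalized A-T patient fibroblasts ([…]), 500 cells/well in OPTI-MEM, 1% FBS, got compounds for 60 min, then NCS for 30 min at 37C. Lysates were then assayed for phospho-KAP-1 by AlphaLISA (anti-pKAP1 donor, anti-KAP1 acceptor beads), 6 hr at 25C.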
ELG1 repair inh: qHTS screen for small molecules that inhibit ELG1-dependent DNA repair in human embryonic kidney (HEK293T) cells expressing luciferase-tagged ELG1; HEK293T ELG1-luciferase reporter, luminescence, 16 h; DNA damage induced by 5-fluorouridine; Potency, µM (titrated, usually from 46.1 µM), inactives show top-dose activity change, negative = inhibition, hits mostly inhibitors; actives 2.3% (n = 330,000); AID 504467, 2011; also: potency is read from the fitted curve at half-maximal effect; % is scaled to controls: 0 for no effect and ±100 for the full control effect; nearly all actives have a fitted effect of over 55% in size
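Cells (2,000 per well) received 5-fluorouridine plus test compound or DMSO and were incubated 16 hr at 37 °C, 5% CO2. Luciferase activity was read by luminescence 30 min after ONE-Glo addition; signal suppression marked inhibition of damage-induced ELG1 function.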
Eya2 phos inh: qHTS Assay for Inhibitors of the Phosphatase Activity of Eya2; Potency, µM (titrated, usually from 76.9 µM), without a hit: at the highest dose activity, negative = inhibition, usual class: inhibitors; AID 488837, 2010; recombinant Eya2, OMFP fluorescence dephosphorylation (OMFP is methylfluorescein phosphate); actives 0.006% (n = 330,000); Protein phosphatase EYA2 (Homo sapiens), O00167; also: potency is read from the fitted curve at half-maximal effect; % is scaled to controls: 0 for no effect and ±100 for the full control effect
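Eya2 (0.2 uM) preincubated 10 min at ambient with compound, then OMFP substrate added at 50 uM; 10 min reaction in 50 mM HEPES pH 7.5, 50 mM NaCl, 5 uM MgCl2, 0.05% BSA, 1 mM DTT. Fluorescence read at Ex 485/Em 525 nm.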
TCR act: Activators of T cell receptors: qHTS campaign. primary human leukocytes, anti-CD3, IL-2 HTRF, 48 h. AID 504894, 2011. Potency, µM (titrated, usually from 9.22 µM), without a hit: at the highest dose activation of IL-2 secretion, most hits filed as activators. 330,000 tested, under 10 active; also: % of control where 0% means no effect
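HTRF read-out of IL-2 secretion: europium cryptate donor excited at 320nm, d2 acceptor emission at 665nm. Cells were primary human leukocytes incubated 48 hr with compounds and a-CD3 beads, supplying TCR signal only.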
TSHR antag: Antagonists of the Thyroid Stimulating Hormone Receptor: HTS campaign. actives 0.2% (n = 330,000). TSHR-expressing cells, TSH-stimulated cAMP HTRF, 2 h; hits give low values. Thyrotropin receptor (Homo sapiens), P16473. activity change, negative = inhibition, % at 11.5 µM;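 active = activity change below a set negative limit, meaning inhibition stronger than a set level, cut at about -70% in these data; inconclusive = activity change between two set negative limits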; also: % is scaled to controls: 0 for no effect and ±100 for the full control effect
Target sequence (P16473 whole entry, looked up): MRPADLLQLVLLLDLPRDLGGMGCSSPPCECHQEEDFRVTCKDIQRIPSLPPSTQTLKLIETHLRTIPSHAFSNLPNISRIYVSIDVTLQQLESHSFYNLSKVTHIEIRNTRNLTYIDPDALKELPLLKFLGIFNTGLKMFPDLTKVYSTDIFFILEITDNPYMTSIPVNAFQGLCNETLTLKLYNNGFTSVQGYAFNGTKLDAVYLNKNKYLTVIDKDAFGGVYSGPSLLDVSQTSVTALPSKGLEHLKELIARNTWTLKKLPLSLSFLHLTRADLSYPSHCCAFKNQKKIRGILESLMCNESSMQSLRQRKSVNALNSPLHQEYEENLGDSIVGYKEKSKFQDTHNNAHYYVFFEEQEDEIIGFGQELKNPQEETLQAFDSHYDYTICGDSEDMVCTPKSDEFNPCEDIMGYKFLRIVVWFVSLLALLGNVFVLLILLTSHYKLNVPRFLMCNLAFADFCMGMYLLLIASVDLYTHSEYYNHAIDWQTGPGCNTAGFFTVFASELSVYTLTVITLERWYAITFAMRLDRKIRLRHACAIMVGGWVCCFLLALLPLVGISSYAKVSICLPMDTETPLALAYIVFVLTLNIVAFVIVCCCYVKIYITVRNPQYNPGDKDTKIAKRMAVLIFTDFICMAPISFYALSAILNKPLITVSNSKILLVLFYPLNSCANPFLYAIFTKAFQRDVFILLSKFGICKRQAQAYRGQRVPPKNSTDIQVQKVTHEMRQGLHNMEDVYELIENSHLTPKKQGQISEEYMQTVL
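Competitive HTRF cAMP read-out (cryptate anti-cAMP antibody, cAMP-d2; 30 min, room temperature) in freshly harvested TSHR cells. Compounds added before TSH at EC80 (4nM final), followed by 2 hours' incubation at 37 deg C.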
KCNH2 WT inh: qHTS for Inhibitors of KCHN2 3.1: Wildtype qHTS. U2OS, BacMam KCNH2, thallium flux FluxOr; hits give low values. actives 0.37% (n = 340,000). AID 720551, 2013. Voltage-gated inwardly rectifying potassium channel KCNH2 (Homo sapiens), Q12809. activity change, % at 1.84 µM;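 active = maximum activity change below -70%; inconclusive = maximum activity change between -70% and -50%; inactive = maximum activity change above -50%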; also: % is scaled to controls: 0 for no effect and ±100 for the full control effect
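U2OS cells were transduced with wild-type KCNH2 virus (2.03 x 10^8 / mL) for 4 h at room temperature, then cultured overnight at 37 C. Thallium flux was read with FluxOr dye. Rate constants were normalized to DMSO controls.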
KCNH2 3.1 block: qHTS for Inhibitors of KCHN2 3.1: Mutant qHTS | Potassium voltage-gated channel subfamily H member 2, brain isoform KCNH2 3.1 (human) | U2OS KCNH2 3.1, thallium flux FluxOr; hits give low values | activity change, % (tested at about 1.8 µM) | actives 0.95% (n = 340,000) | AID 720553, 2013;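 active = maximum activity change below -70%; inconclusive = maximum activity change from -70% to -50%; inactive = maximum activity change above -50%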;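 also: thallium influx rate constant from kinetic fluorescence after stimulation buffer; % is scaled to controls: 0 for no effect and ±100 for the full control effect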
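We transduce U2OS cells with the mutant 3.1 virus, culture them overnight, load FluxOr with Red40 quencher for 45 min, then add stimulation buffer and read kinetically for 2 min to derive a normalized rate constant.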
Mito fusion act: qHTS Assay for Small Molecule Inhibitors of Mitochondrial Division or Activators of Mitochondrial Fusion; AID 485298, 2010; S. cerevisiae fusion-defective mutant growth rescue, CellTiterGlo 48 h; Potency, µM (doses to about 46.1 µM), inactives show at the highest dose growth rescue (activation), most hits filed as activators; actives 0.23% (n = 320,000);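 also: potency is read from the fitted curve at half-maximal effect; % of control where 0% means no effect; nearly all actives have a fitted effect of over 45% in size; temperature-sensitive fusion mutants such as fzo1-1 at 37 °C on non-fermentable ethanol glycerol medium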
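Growth-rescue viability read-out: after 48 h at the non-permissive 37C in glycerol/ethanol YPEG, yeast mitochondrial fusion mutants are measured by CellTiterGlo luminescence; compounds (23 nl pinned per well) restoring growth score as division inhibitors or fusion activators.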
Starred values were filed as active, the others as inactive; ? = inconclusive; . = no result given; [ ] = another dose, or the depositor's remark. Unless noted, calls follow the shape of the dose curve; as a rule, active = well fitted curve in the direction sought with a large enough effect; inconclusive = small, poorly fitted or top-dose-only effect, or another doubt; inactive = no such curve, though single readings can be large; an effect the other way counts as inactive or inconclusive. This is a subset; rates above refer to the full screens.

SMILES	USP2a block	TRPV1 agonist	A-T KAP1 phos	ELG1 repair inh	Eya2 phos inh	TCR act	TSHR antag	KCNH2 WT inh	KCNH2 3.1 block	Mito fusion act
Cc1ccccc1NC(=O)CN1C(=O)NC(C)(c2ccc3c(c2)OCO3)C1=O (stereo not drawn)	5%	3	-1%	16%	10%	-1%	1	0	2	-2%
CC(C)c1ccc(/C=N/NC(=O)CC(=O)NCc2ccccc2)cc1	0%	29	4%	14%	2%	-2%	-3	.	6	-5%
Cc1cc(C)n(-c2nc3ccccc3c(=O)n2OCC(C)C)n1	0%	0	-6%	6%	-27%	-2%	0	-12	-7	8%
COc1cc(NC(=O)CCCn2c(=O)oc3ccccc32)cc(OC)c1	3%	.	5%	-5%	-11%	3%[46.1 µM]	-9	-8	15	.
Cc1cc(C)c(S(=O)(=O)c2ccccc2C(=O)O)c(C)c1	4%	2	-1%	10%	9%	-4%	-1	-2	7	-1%
O=C1CSC(c2ccccc2Cl)N1 (stereo not drawn)	1%	-4	5%	0%	10%	2%	-1	-4	7	9%
CCc1ccc(C2=NN(CCC(=O)NC(C)CCc3ccccc3)C(=O)CC2)cc1 (stereo not drawn)	11%	-6	7%	-29%	7%	-1%	0	-10	9	9%
Nn1c(SCC(=O)Nc2ccc(OC(F)F)cc2)nnc1-c1ccco1	1%	1	-9%	21%	14%	3%	.	15	-5	-6%
Fc1ccc(NC(=S)Nc2ccc(Br)cc2)cc1	-1%	-1	7%	-9%	-2%	3%[46.1 µM]	1	9	9	-8%
NC(=O)C[C@@H]1NC(=O)[C@H](CCC(=O)O)NC(=O)c2cc([N+](=O)[O-])cc(I)c2OCC[C@@H](C(N)=O)NC1=O	1%	-5	-6%	0%	3%	1%	2	4	12	1%
CC(=O)NC1(C(Cl)(Cl)Cl)Oc2ccccc2O1	0%	0	-2%	?	1%	.	-6	-14	10	9%
C[C@@]12C(=O)N(c3ccc(F)cc3)C(=O)N1[C@@H]1c3ccccc3OC[C@@H]1[C@H]2c1ccccc1	0%	1	-7%	?	5%	-2%	-10	15	-18	1%
CCOC(=O)c1ccc(Nc2nc(N)c3cc(OC)c(OC)cc3n2)cc1	-2%	-4	10%	-24%	5%	2%	1	0	23	2%
O=C(c1ccc(-c2ccccc2)cc1)N1CCC(C(=O)N2CCCC2)CC1	0%	3	-4%	-4%	-2%	.	-1	-9	0	-9%
COc1cc(OC)cc(C(=O)NC(C(=O)NNC(=O)c2cc(Cl)ccc2OC)C(C)C)c1 (stereo not drawn)	-1%	0	17%	?	0%	.	60	0	-7	5%
N#C/C(=C/c1cn(CC(=O)O)c2ccccc12)C(=O)NCc1ccccc1	-2%	-5	-7%	3%	5%	1%	21	1	-5	-10%
COc1ccccc1N1CCN(Cc2ccc(C(=O)O)cc2)CC1	0%	?	-1%	5%	1%	10%	25	4	-37	-1%
COn1c(-n2nc(C)cc2C)nc2ccccc2c1=O	-1%	-3	6%	16%	-9%	-1%	21	-6	-2	-5%
CCN(CC)CCC(c1ccc(OC)cc1)c1c(O)cc(OC)cc1OC (stereo not drawn)	-9%	-3	-8%	1%	-8%	5%	-2	13	-47	-29%
CCC(C)(C)NC(=O)c1ccccc1Oc1ccccc1	-1%	3	33%	?	-11%	.	8	14	4	9%
Cc1cccc(NC(=S)NCc2ccc(F)cc2)c1	2%	?	-1%	-2%	-2%	1%[46.1 µM]	5	1	12	8%
CCn1c(CNC(=O)c2cccnc2)cc2ccccc21	5%	3	2%	-28%	1%	.	-9	-5	13	0%
Cc1cc(SCC(=O)c2cccs2)nc2ccccc12	-3%	24	12%	?	0%	-3%[46.1 µM]	-1	-12	-6	18%
COc1ccc(OC)c(NC(=O)CCNS(=O)(=O)c2cc(Br)cnc2N)c1	0%	1	5%	8%	-3%	-8%	2	0	1	1%
CCCCn1c(SCC(=O)NC2CCS(=O)(=O)C2)nnc1-c1ccc(OC)cc1 (stereo not drawn)	1%	-5	0%	17%	-12%	-1%	-4	1	-11	-3%

Some of these compounds in order of the TCR act value, lowest first.
SMILES	TRPV1 agonist	Eya2 phos inh	TCR act	TSHR antag
COc1ccc(OC)c(NC(=O)CCNS(=O)(=O)c2cc(Br)cnc2N)c1	1	-3%	-8%	2
Cc1cc(C)c(S(=O)(=O)c2ccccc2C(=O)O)c(C)c1	2	9%	-4%	-1
Cc1cc(C)n(-c2nc3ccccc3c(=O)n2OCC(C)C)n1	0	-27%	-2%	0
Cc1ccccc1NC(=O)CN1C(=O)NC(C)(c2ccc3c(c2)OCO3)C1=O (stereo not drawn)	3	10%	-1%	1
NC(=O)C[C@@H]1NC(=O)[C@H](CCC(=O)O)NC(=O)c2cc([N+](=O)[O-])cc(I)c2OCC[C@@H](C(N)=O)NC1=O	-5	3%	1%	2
O=C1CSC(c2ccccc2Cl)N1 (stereo not drawn)	-4	10%	2%	-1

Part of the list above in a different format:
CC(=O)NC1(C(Cl)(Cl)Cl)Oc2ccccc2O1
  USP2a block: 0%
  TRPV1 agonist: 0
  A-T KAP1 phos: -2%
  ELG1 repair inh: ?
  Eya2 phos inh: 1%
  TCR act: .
  TSHR antag: -6
  KCNH2 WT inh: -14
  KCNH2 3.1 block: 10
  Mito fusion act: 9%
C[C@@]12C(=O)N(c3ccc(F)cc3)C(=O)N1[C@@H]1c3ccccc3OC[C@@H]1[C@H]2c1ccccc1
  USP2a block: 0%
  TRPV1 agonist: 1
  A-T KAP1 phos: -7%
  ELG1 repair inh: ?
  Eya2 phos inh: 5%
  TCR act: -2%
  TSHR antag: -10
  KCNH2 WT inh: 15
  KCNH2 3.1 block: -18
  Mito fusion act: 1%

Continued:
SMILES	USP2a block	TRPV1 agonist	A-T KAP1 phos	ELG1 repair inh	Eya2 phos inh	TCR act	TSHR antag	KCNH2 WT inh	KCNH2 3.1 block	Mito fusion act
CCOc1ccc(C(C)=O)cc1COC(=O)c1cccnc1SC	8%	11	3%	-23%	2%	2%	19	0	-1	-13%
O=C(Cc1ccccc1)Nc1ccc(NC(=O)c2cccnc2)cc1	-1%	-2	6%	3%	0%	3%	-1	1	2	-1%
Cc1ccc(S(=O)(=O)N2CCC(NC(=O)OC(C)C)CC2)cc1	1%	0	0%	0%	-11%	3%	-5	2	0	0%
Nn1c(Cc2ccc(F)cc2)n[nH]c1=S	0%	-1	2%	3%	7%	5%	-2	-17	-10	-4%
CN(c1cccc(NC(=O)c2ccccc2N(C)S(=O)(=O)c2ccccc2)c1)S(C)(=O)=O	0%	0	3%	-19%	4%	-3%[46.1 µM]	10	-5	0	-7%
Cc1ccc(S(=O)(=O)N/N=C/c2c(C)nn(-c3ccccc3)c2C)cc1	0%	5	-1%	-5%	-10%	-6%	-1	0	-6	6%
COc1ccccc1N(Cc1cc2cccc(C)c2[nH]c1=O)C(=O)C(C)C	4%	1	1%	-3%	9%	9%	1	-3	-3	2%
CC1CCCC(NC(=O)COC(=O)c2ccc(Cl)nc2)C1C (stereo not drawn)	3%	2	4%	6%	9%	-7%	-1	-1	-3	-1%
CCN(CC)S(=O)(=O)c1ccc(N2CC(C(=O)NCCc3ccc(Cl)cc3)CC2=O)cc1 (stereo not drawn)	1%	-5	4%	-19%	-1%	1%	8	9	-8	-5%
Cc1ccc(C(=O)Nc2ccccc2N2CCCCC2)o1	-10%	5	17%	-5%	-8%	-11%	-12	19	-9	0%
COc1ccc(C2CC(c3cccs3)=NN2C(=O)CCl)cc1OC (stereo not drawn)	-1%	1	10%	?	2%	5%	1	-17	-4	6%
COc1cc(/C=C(\C#N)C(=O)NC(C)C)cc(Cl)c1O	2%	2	-6%	6%	11%	8%	9	-11	-15	20%
O=C(NCC1CCCO1)c1cc2c(s1)CCCC2 (stereo not drawn)	2%	17	-4%	?	-12%	-5%	-3	0	-1	-2%
CCSc1nc2sccc2c(=O)n1-c1ccccc1	2%	-5	-6%	10%	11%	-5%	-3	14	6	2%

Assay outcomes from PubChem BioAssay.
